Mot1-301 SUMO: SUMOylation pathway inhibition by Mot1-301 growth rescue | S. cerevisiae Mot1-301 growth rescue, ATP luminescence, 38.5C; percent above DMSO median, 100 means doubled | growth rescue, % at 18.8 µM | hit rate 1% among 320,000;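 active means every valid replicate shows activation above 250% relative to neutral control wells; inactive means the rest, any valid replicate at or below 250%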;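 further: OY570 slx delta 5 strain wells were the positive control but not used for scaling; some compounds called inactive have numbers as strong as hits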
HTR5A ag: counter-screen for OPRM1-OPRD1 agonists: human HTR5A agonism; hit rate 0.61% among 340,000; activation, % at 9.3 µM; P47898; HTR5A agonist assay, luminescence, cell-based; in the data active means activation mostly above about 9.5%, no sharp cut-off; inactive means mostly below about 7.6%;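 further: 0% = cells with vehicle only and 100% = reference agonist; strong numbers were not always called active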
MOR-DOR ag: agonists of human mu-delta opioid receptor heterodimerization; P35372+P41143; cells, OPRM1-OPRD1 heterodimerization, luminescence; activation, % at 9.3 µM; hit rate 0.3% among 340,000; in the data active means activation above about 18%;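 further: 0% = vehicle-treated cells and 100% = reference agonist; values of inactives mirror those of a sister screen read the other way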
PKA-R1A activ: activates the PKA-R1A holoenzyme complex | P00514+P68181 | PKA-R1A dissociation, Cy5-IP20 fluorescence polarization; scaled: DMSO 0%, 113 µM cGMP 100% | activation, % at 11.4 µM | hit rate 0.083% among 340,000 | AID 504707;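 active means percent activation above the mean of all tested compounds plus 3 SD, cut at about 19% in these data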;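 further: higher means more PKAc released from R1A so a rise in polarization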
AddAB inh: less growth of phage-infected E. coli with AddAB; inhibition, % at 11.9 µM; E. coli expressing H. pylori AddAB, absorbance growth; hit rate 0.29% among 330,000; AID 435030; in the data active means inhibition above about 12%;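 further: 0% = vehicle wells of infected cells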
HTR5A inv ctr: inverse agonist of human HTR5A in OPRM1-OPRD1 counter-screen | P47898 | HTR5A cell line, luminescence, inverse agonism | inhibition, % at 9.3 µM | hit rate 0.083% among 340,000 | AID 504634; in the data active means inhibition mostly above about 23%, no sharp cut-off; inactive means mostly below about 18%;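 further: 0% = cells with DMSO and 100% = no-cell wells with DMSO; some compounds called inactive have numbers as strong as hits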
PfHsp90 set2: reduces growth (ATP signal) of yeast expressing P. falciparum Hsp90; inhibition, % at 9.4 µM; hit rate 0.32% among 310,000; S. cerevisiae expressing PfHsp90, BacTiter-Glo ATP, 48 h; yeast lacking PDR1 and PDR3 efflux regulators;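 active means every replicate shows inhibition above about 80%, whatever the replicate mean, limit read from the data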;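 further: 0% = DMSO neutral controls and 100% = 20 µM radicicol positive controls; yeast relying on Plasmodium falciparum Hsp90 in place of its own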
Ecoli viability: counter-screen for AddAB inhibitors: E. coli growth inhibition. E. coli V3065 growth, OD600 absorbance, 18 h. inhibition, % at 11.9 µM. hit rate 0.27% among 330,000. AID 449728;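 active means inhibition above the campaign's mean inhibition across all tested compounds plus 3 SD, cut at about 9.9% in these data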;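 further: uninfected addAB+ strain grown without phage in ampicillin broth; 0% = DMSO wells and 100% = ciprofloxacin 0.95 µg/ml wells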
phage Ecoli inh: E. coli growth loss with phage present; growth absorbance; hit rate 0.26% among 360,000; inhibition, % at 11.9 µM; in the data active means inhibition above about 11%
DSG3 Ab inh: blocks pemphigus antibody binding to human desmoglein-3; P32926; DSG3-coupled beads, scFv-anti-DSG3-GFP binding, flow cytometry; hits give low values; binding (percent of control), % at 10 µM; hit rate 0.48% among 310,000;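 active means binding more than 3 SD below its plate's average and above zero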;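 further: hits lower antibody fragment binding to DSG3; some compounds called inactive have numbers as strong as hits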
Target sequence (P32926 whole entry, looked up, the tested form may be a part): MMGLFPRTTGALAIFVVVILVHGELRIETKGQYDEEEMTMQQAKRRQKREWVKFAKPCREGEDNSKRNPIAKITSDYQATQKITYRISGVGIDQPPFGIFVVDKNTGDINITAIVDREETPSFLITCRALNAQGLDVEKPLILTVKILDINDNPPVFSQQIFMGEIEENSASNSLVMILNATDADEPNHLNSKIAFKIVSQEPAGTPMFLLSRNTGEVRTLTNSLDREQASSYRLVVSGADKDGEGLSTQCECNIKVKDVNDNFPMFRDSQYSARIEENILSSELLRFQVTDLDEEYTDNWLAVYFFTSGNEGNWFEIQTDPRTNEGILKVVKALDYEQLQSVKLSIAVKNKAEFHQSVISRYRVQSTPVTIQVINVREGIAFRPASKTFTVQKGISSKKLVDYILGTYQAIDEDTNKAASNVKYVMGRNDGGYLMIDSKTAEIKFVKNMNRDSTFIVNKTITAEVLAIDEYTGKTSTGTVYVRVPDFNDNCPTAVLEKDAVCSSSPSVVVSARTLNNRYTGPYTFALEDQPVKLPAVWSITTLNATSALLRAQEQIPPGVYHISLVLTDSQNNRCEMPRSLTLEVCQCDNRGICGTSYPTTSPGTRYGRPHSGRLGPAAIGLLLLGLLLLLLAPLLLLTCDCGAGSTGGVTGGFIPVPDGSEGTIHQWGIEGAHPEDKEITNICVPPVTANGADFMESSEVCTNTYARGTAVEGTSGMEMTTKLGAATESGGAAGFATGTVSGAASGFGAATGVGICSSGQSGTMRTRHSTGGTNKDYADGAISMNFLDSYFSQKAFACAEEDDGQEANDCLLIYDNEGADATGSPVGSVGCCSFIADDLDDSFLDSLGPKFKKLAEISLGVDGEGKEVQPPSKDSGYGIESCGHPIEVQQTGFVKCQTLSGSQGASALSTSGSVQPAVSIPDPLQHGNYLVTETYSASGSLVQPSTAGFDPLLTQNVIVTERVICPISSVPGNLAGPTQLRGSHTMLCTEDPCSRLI
MOR-DOR inv ag: mu-delta opioid heterodimer inverse agonism | hit rate 0.21% among 340,000 | cell-based MOR-DOR heterodimer luminescence | inhibition, % at 9.3 µM | P35372+P41143; in the data active means inhibition above about 22%, passing the limit was not always enough;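 further: 0% = cells with DMSO and 100% = wells without cells with DMSO; values of inactives mirror those of a sister screen read the other way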
Active calls of the source: *.

`CN(c1ccc(C(=O)COC(=O)C2CC2)cc1)S(C)(=O)=O` gave Mot1-301 SUMO -5, HTR5A ag 2, MOR-DOR ag -2.2, PKA-R1A activ 0, AddAB inh 1.6, HTR5A inv ctr -6, PfHsp90 set2 14, Ecoli viability -0.3, phage Ecoli inh 2.6, DSG3 Ab inh 121 and MOR-DOR inv ag 11.
For COc1ccccc1CNc1nc2nc3c(c(=O)n2[nH]1)CCC3 the results were Mot1-301 SUMO 10, HTR5A ag 1, MOR-DOR ag -0.5, PKA-R1A activ 6, AddAB inh 2.9, HTR5A inv ctr -6, Ecoli viability 0.1, phage Ecoli inh 0.8, DSG3 Ab inh 125 and MOR-DOR inv ag 3.
CC(C(=O)O)C(=O)O was read as Mot1-301 SUMO 5, HTR5A ag -3, MOR-DOR ag -1.8, PKA-R1A activ -10, AddAB inh 2.8, HTR5A inv ctr 9, PfHsp90 set2 -4, Ecoli viability 0.3, phage Ecoli inh 2.4, DSG3 Ab inh 96 and MOR-DOR inv ag 10.
O=C(/C=C/c1ccco1)NC(=S)Nc1cc(-c2nc3ccccc3s2)ccc1Cl was read as Mot1-301 SUMO 13, HTR5A ag -1, MOR-DOR ag 1.7, PKA-R1A activ -2, AddAB inh 1.0, HTR5A inv ctr 15, PfHsp90 set2 3, Ecoli viability 0.3, phage Ecoli inh 1.7, DSG3 Ab inh 71 and MOR-DOR inv ag -9.
Screening CCC(=O)NC(c1ccc(OC)cc1)c1c(O)ccc2ccccc12 (stereo unspecified) returned Mot1-301 SUMO -12, HTR5A ag 7, MOR-DOR ag -1.4, PKA-R1A activ 1, AddAB inh -0.7, HTR5A inv ctr -19, PfHsp90 set2 -16, Ecoli viability -0.4, phage Ecoli inh 2.0, DSG3 Ab inh 92 and MOR-DOR inv ag 10.
CCOc1ccc(NC(=O)[C@@H]2CCC(=O)N2C2OC(=O)c3ccccc32)cc1 (stereo partly specified) was read as Mot1-301 SUMO -6, HTR5A ag 0, MOR-DOR ag -0.1, PKA-R1A activ 2, AddAB inh 0.5, HTR5A inv ctr -7, PfHsp90 set2 -4, Ecoli viability -2.0, phage Ecoli inh 0.6 and MOR-DOR inv ag 1.
For O=C(CN(CC1CCCO1)C(=O)CCC(=O)Nc1nccs1)NCc1ccccc1 (stereo unspecified) the results were Mot1-301 SUMO -4, HTR5A ag 1, MOR-DOR ag -0.4, PKA-R1A activ -11, AddAB inh 0.1, HTR5A inv ctr -5, PfHsp90 set2 3, Ecoli viability -1.1, phage Ecoli inh 2.7, DSG3 Ab inh 96 and MOR-DOR inv ag 2.
For Cc1ccc(C(=O)Nc2cccc(-c3ccc(N4CCOCC4)nn3)c2)cc1[N+](=O)[O-] the results were Mot1-301 SUMO -3, HTR5A ag 9, MOR-DOR ag -2.3, PKA-R1A activ -2, AddAB inh 2.3, HTR5A inv ctr 8, PfHsp90 set2 -20, Ecoli viability 2.6, phage Ecoli inh 3.7, DSG3 Ab inh 101 and MOR-DOR inv ag 11.
`CC1Cc2ccccc2N1C(=O)c1cnc2ccccn2c1=O` (stereo unspecified) gave Mot1-301 SUMO -12, HTR5A ag 5, MOR-DOR ag -0.3, PKA-R1A activ -8, AddAB inh 1.6, HTR5A inv ctr -17, PfHsp90 set2 8, Ecoli viability -0.4, phage Ecoli inh 4.4, DSG3 Ab inh 101 and MOR-DOR inv ag 2.
For CCOc1cc(/C=N/NC(=O)c2ccc(O)cc2)ccc1Oc1nc(Cl)ncc1F the results were Mot1-301 SUMO 51, HTR5A ag -6, MOR-DOR ag -1.4, PKA-R1A activ 3, AddAB inh -4.0, HTR5A inv ctr 16, PfHsp90 set2 3, Ecoli viability -1.2, phage Ecoli inh 4.0, DSG3 Ab inh 99 and MOR-DOR inv ag 7.
Cc1cc(C)n(S(=O)(=O)c2ccc(Cl)c(Cl)c2Cl)n1 was read as Mot1-301 SUMO -9, HTR5A ag -3, MOR-DOR ag 4.0, PKA-R1A activ -7, AddAB inh 4.3, HTR5A inv ctr -4, Ecoli viability 2.2, phage Ecoli inh 3.1, DSG3 Ab inh 106 and MOR-DOR inv ag -23.
Screening CC(=O)NS(=O)(=O)c1ccc(NC(=O)c2ccc(Br)o2)cc1 returned Mot1-301 SUMO -5, HTR5A ag -2, MOR-DOR ag -1.8, PKA-R1A activ -5, AddAB inh 1.6, HTR5A inv ctr -15, PfHsp90 set2 13, Ecoli viability 0.8, phage Ecoli inh 1.7, DSG3 Ab inh 102 and MOR-DOR inv ag 10.

3 entries already listed, sorted by heavy-atom count, descending:
CCOc1ccc(NC(=O)[C@@H]2CCC(=O)N2C2OC(=O)c3ccccc32)cc1 (stereo partly specified) was read as Mot1-301 SUMO -6, HTR5A ag 0, MOR-DOR ag -0.1, PKA-R1A activ 2, AddAB inh 0.5, HTR5A inv ctr -7, PfHsp90 set2 -4, Ecoli viability -2.0, phage Ecoli inh 0.6 and MOR-DOR inv ag 1.
Screening CCC(=O)NC(c1ccc(OC)cc1)c1c(O)ccc2ccccc12 (stereo unspecified) returned Mot1-301 SUMO -12, HTR5A ag 7, MOR-DOR ag -1.4, PKA-R1A activ 1, AddAB inh -0.7, HTR5A inv ctr -19, PfHsp90 set2 -16, Ecoli viability -0.4, phage Ecoli inh 2.0, DSG3 Ab inh 92 and MOR-DOR inv ag 10.
`CC1Cc2ccccc2N1C(=O)c1cnc2ccccn2c1=O` (stereo unspecified) gave Mot1-301 SUMO -12, HTR5A ag 5, MOR-DOR ag -0.3, PKA-R1A activ -8, AddAB inh 1.6, HTR5A inv ctr -17, PfHsp90 set2 8, Ecoli viability -0.4, phage Ecoli inh 4.4, DSG3 Ab inh 101 and MOR-DOR inv ag 2.

The results go on.
`Cc1cc(C)nc(NC2=NCCN2C(=S)Nc2c(C)cccc2C)n1` gave HTR5A ag 0, MOR-DOR ag -3.0, PKA-R1A activ 0, AddAB inh -0.8, HTR5A inv ctr -1, PfHsp90 set2 -16, Ecoli viability -1.3, phage Ecoli inh 1.5, DSG3 Ab inh 115 and MOR-DOR inv ag 16.
For CN(CC(=O)Nc1cccc(F)c1)C(=O)c1sc2ccccc2c1Cl the results were Mot1-301 SUMO 9, HTR5A ag 1, MOR-DOR ag -0.3, PKA-R1A activ -10, AddAB inh 2.3, HTR5A inv ctr -2, PfHsp90 set2 -8, Ecoli viability -5.6, phage Ecoli inh 3.6, DSG3 Ab inh 105 and MOR-DOR inv ag 1.
`C=CCn1c(SCc2c(C(=O)OC)sc(N)c2C(=O)OC)nnc1-c1ccc(Br)cc1` gave Mot1-301 SUMO 11, HTR5A ag 3, MOR-DOR ag -1.8, PKA-R1A activ -10, AddAB inh 1.9, HTR5A inv ctr -6, PfHsp90 set2 -15, Ecoli viability 1.1, phage Ecoli inh 1.2 and MOR-DOR inv ag 8.
`COc1ccc(Br)cc1CNC(=O)C1CCN(C(=O)N(C)C)CC1` gave Mot1-301 SUMO 7, HTR5A ag -2, MOR-DOR ag -1.6, PKA-R1A activ -2, AddAB inh 3.2, HTR5A inv ctr 8, Ecoli viability -1.0, phage Ecoli inh -0.8, DSG3 Ab inh 106 and MOR-DOR inv ag 8.
Screening CC1CCCCN1C(=O)Cn1c(=O)oc2ccccc21 (stereo unspecified) returned Mot1-301 SUMO -16, HTR5A ag 5, MOR-DOR ag -0.8, PKA-R1A activ -4, AddAB inh 2.3, HTR5A inv ctr 1, PfHsp90 set2 -76, Ecoli viability -2.9, phage Ecoli inh 1.8, DSG3 Ab inh 99 and MOR-DOR inv ag 5.
Cc1cc(-c2n[nH]c(=S)n2/N=C/c2cccc(O)c2)n[nH]1 was read as Mot1-301 SUMO 0, HTR5A ag 0, MOR-DOR ag -0.6, PKA-R1A activ -10, AddAB inh 0.8, HTR5A inv ctr -24, PfHsp90 set2 -14, Ecoli viability 3.3, phage Ecoli inh 0.5, DSG3 Ab inh 85 and MOR-DOR inv ag 3.
`CCCCC(=O)Nc1ccc(C(N)=O)cc1` gave Mot1-301 SUMO -18, HTR5A ag -4, MOR-DOR ag -1.5, PKA-R1A activ 9, AddAB inh 3.2, HTR5A inv ctr 13, PfHsp90 set2 -5, Ecoli viability 1.6, phage Ecoli inh 2.6 and MOR-DOR inv ag 9.
`Cc1ccc(C(=O)NCCN2CCOCC2)cc1` gave Mot1-301 SUMO -14, HTR5A ag -4, MOR-DOR ag -1.1, PKA-R1A activ -2, AddAB inh 4.4, HTR5A inv ctr -17, PfHsp90 set2 -6, Ecoli viability -0.4, phage Ecoli inh -1.1, DSG3 Ab inh 105 and MOR-DOR inv ag 6.
O=c1oc2c(CN3CCN(CCO)CC3)c(O)ccc2cc1-c1ccccn1 was read as Mot1-301 SUMO 6, HTR5A ag 1, MOR-DOR ag -2.6, PKA-R1A activ -11, AddAB inh -0.6, HTR5A inv ctr -3, PfHsp90 set2 -8, Ecoli viability -1.7, phage Ecoli inh 2.3, DSG3 Ab inh 101 and MOR-DOR inv ag 14.
O=C(Nc1cccc(C(F)(F)F)c1)C1CCCN(S(=O)(=O)c2cnc[nH]2)C1 (stereo unspecified) was read as Mot1-301 SUMO -12, HTR5A ag -3, MOR-DOR ag -3.0, PKA-R1A activ -3, AddAB inh 3.6, HTR5A inv ctr -3, PfHsp90 set2 -12, Ecoli viability -1.0, phage Ecoli inh 3.0, DSG3 Ab inh 96 and MOR-DOR inv ag 14.
For CCOC(=O)C1(C)NC(c2cccc(C)c2)C2C(=O)N(c3ccccc3)C(=O)C21 (stereo unspecified) the results were Mot1-301 SUMO -13, HTR5A ag 0, MOR-DOR ag 1.7, PKA-R1A activ 3, AddAB inh -1.9, HTR5A inv ctr 1, PfHsp90 set2 -8, Ecoli viability -2.5, phage Ecoli inh 0.9, DSG3 Ab inh 120 and MOR-DOR inv ag -8.
Screening CCN(C[C@H]1N[C@@](Cc2ccccc2)(C(=O)OC)[C@H]2C(=O)N(C)C(=O)[C@@H]12)C(=O)c1ccc(F)cc1 returned HTR5A ag -2, MOR-DOR ag -2.9, PKA-R1A activ -7, AddAB inh 2.0, HTR5A inv ctr 6, PfHsp90 set2 -19, Ecoli viability -1.4, phage Ecoli inh 2.1, DSG3 Ab inh 98 and MOR-DOR inv ag 14.
COc1ccc(/C=N/NC(=O)c2ccc(=O)[nH]n2)cc1OC was read as Mot1-301 SUMO 272, HTR5A ag 8, MOR-DOR ag -2.6, PKA-R1A activ 1, AddAB inh 1.7, HTR5A inv ctr -30, PfHsp90 set2 2, Ecoli viability -0.1, phage Ecoli inh 2.7, DSG3 Ab inh 103 and MOR-DOR inv ag 13.
Cc1cccc(C)c1OCC(=O)N(Cc1ccc(Cl)cc1)C1CCS(=O)(=O)C1 (stereo unspecified) was read as Mot1-301 SUMO 7, HTR5A ag 0, MOR-DOR ag -2.8, PKA-R1A activ 3, AddAB inh 0.1, HTR5A inv ctr 0, PfHsp90 set2 5, Ecoli viability 2.5, phage Ecoli inh -0.5 and MOR-DOR inv ag 14.
`COc1ccc(NC(=O)COC(=O)c2ccc([N+](=O)[O-])o2)cc1Cl` gave Mot1-301 SUMO -5, HTR5A ag -3, MOR-DOR ag 1.1, PKA-R1A activ -5, AddAB inh 1.2, HTR5A inv ctr 17, PfHsp90 set2 2, Ecoli viability 4.7, phage Ecoli inh 2.7, DSG3 Ab inh 99 and MOR-DOR inv ag -6.
